Screening data (PubChem BioAssay)
Thrombin inh – blocks human thrombin protease activity; inhibition, % at 5 µM; actives 0.26% (n = 220,000); alpha-thrombin, Boc-VPR-AMC fluorogenic substrate cleavage; P00734;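 active means inhibition at or above 40%; inactive means inhibition below 40%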;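 further: 0% = enzyme with no compound and 100% = wells without enzyme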
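System – human alpha-thrombin · Medium – pH 7.5 Tris (50 mM) with NaCl 150 mM, Tween 20 0.05% · Compound – single-point dosing at 5 µM, 0.2% DMSO · Incubation – enzyme reaction carried out at room temperature · Technique – fluorescence of released AMC, ex 355 nm, em 460 nm · Read-out basis – % inhibition of thrombin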
eIF4E-4G inh – inhibitors of eIF4E and eIF4G interaction in translation initiation. P63073+Q04637. TR-FRET eIF4E-eIF4GI(517-606) binding, 2 h. inhibition, % at 21.7 µM. actives 0.37% (n = 220,000);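 further: 0% = full FRET control wells and 100% = background wells lacking eIF4GI fragment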
p47phox inh – inhibitors of human p47phox binding. P14598. p47phox/p22phox peptide binding, fluorescence polarization, 2 h. inhibition, % at 24.7 µM. actives 0.53% (n = 220,000);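 further: 0% = p47phox with labelled peptide and 100% = labelled peptide alone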
14-3-3 Bad inh – disrupts binding of bovine 14-3-3 zeta to phospho-Bad peptide; P63103; TR-FRET 14-3-3zeta/Dy647-pBad peptide displacement, 1 h; actives 0.71% (n = 220,000); inhibition, % at 21.7 µM;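 active means inhibition above about 70%, limit read from the data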;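 further: 0% = full 14-3-3 plus peptide FRET controls and 100% = background without 14-3-3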
Target sequence (P63103 whole entry, looked up): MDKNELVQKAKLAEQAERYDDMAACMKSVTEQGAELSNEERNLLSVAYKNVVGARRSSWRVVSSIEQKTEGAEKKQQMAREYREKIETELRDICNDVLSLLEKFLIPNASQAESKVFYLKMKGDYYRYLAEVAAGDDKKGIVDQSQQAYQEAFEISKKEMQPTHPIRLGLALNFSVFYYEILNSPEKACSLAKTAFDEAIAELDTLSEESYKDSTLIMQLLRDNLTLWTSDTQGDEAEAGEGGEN
Cl transport mod – modulators of human KCC2 chloride dependent transport. AID 1456. KCC2 cells, thallium flux FluoZin-2 fluorescence. actives 2.2% (n = 190,000). B-score of Tl+ flux slope (higher = more flux/activation; lower = inhibition) at 10 µM;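 active means thallium flux slope and its plate-corrected score both differing from the plate sample mean at a set confidence after two filtering rounds, in either direction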;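 further: slope of fluorescence scaled to starting intensity during 10 to 20 s after thallium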
Furin inhibitor – human furin inhibition. AID 463115. P09958. purified furin, fluorogenic substrate cleavage. inhibition, % at 30 µM. actives 0.061% (n = 220,000); in the data active means inhibition above about 25%; further: inactives centre near -15
Target sequence (P09958 108-714 limits assumed): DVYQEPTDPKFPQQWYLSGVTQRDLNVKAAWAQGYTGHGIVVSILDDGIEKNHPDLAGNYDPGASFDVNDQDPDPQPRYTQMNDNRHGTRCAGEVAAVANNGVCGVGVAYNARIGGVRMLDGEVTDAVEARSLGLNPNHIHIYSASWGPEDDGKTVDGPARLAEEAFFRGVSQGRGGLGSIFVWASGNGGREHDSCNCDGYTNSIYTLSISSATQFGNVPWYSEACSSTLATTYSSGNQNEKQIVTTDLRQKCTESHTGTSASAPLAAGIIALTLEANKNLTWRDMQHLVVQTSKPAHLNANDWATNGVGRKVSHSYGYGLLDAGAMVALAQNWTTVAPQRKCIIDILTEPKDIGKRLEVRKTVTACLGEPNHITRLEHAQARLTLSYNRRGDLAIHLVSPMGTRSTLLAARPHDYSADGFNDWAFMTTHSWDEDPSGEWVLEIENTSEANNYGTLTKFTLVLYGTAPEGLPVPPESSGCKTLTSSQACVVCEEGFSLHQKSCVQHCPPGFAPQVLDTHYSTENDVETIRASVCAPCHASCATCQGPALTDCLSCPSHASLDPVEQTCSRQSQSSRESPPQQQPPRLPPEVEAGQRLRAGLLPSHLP
Rad51 HR inh – blocks human Rad51 in homologous recombination. Q06609. hRad51 DNA strand exchange, fluorescence dequenching. inhibition, % at 10 µM. actives 0.085% (n = 200,000). AID 1385;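 active means inhibition above 40% at the single screening dose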;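 further: 0% = DMSO control wells and 100% = blanks with heterologous ssDNA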
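System: hRad51 filaments on single-stranded DNA; reagent: Fluorescein- and BHQ1-tagged 47-mer duplex; compound dosing: one concentration, 10 µM final; timing: filaments 15 min 37 °C, then compound 30 min; measured by: fluorescein emission 520 nm, excitation 485 nm; benchmarks: per-plate controls and blanks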
EBV gp42 inh – blocks Epstein-Barr virus glycoprotein 42 binding | inhibition, % (tested at 21.74 µM) | Q1HVG2 | AID 1085 | Fluorescence polarization binding assay, mP read-out | actives 0.42% (n = 220,000); in the data active means inhibition above about 50%
Target sequence (Q1HVG2 whole entry, looked up): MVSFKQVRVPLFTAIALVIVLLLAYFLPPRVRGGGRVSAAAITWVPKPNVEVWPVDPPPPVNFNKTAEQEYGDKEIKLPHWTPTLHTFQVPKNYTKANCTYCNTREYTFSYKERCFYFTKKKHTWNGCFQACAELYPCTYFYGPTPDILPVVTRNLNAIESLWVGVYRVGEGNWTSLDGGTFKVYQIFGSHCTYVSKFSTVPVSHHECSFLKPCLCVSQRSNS
KLK5 inh – inhibitors of human kallikrein 5; Q9Y337; recombinant hK5, fluorogenic AMC substrate cleavage; inhibition, % at 5 µM; actives 0.59% (n = 210,000); AID 873;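 active means inhibition of 40% or more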;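 further: 0% = enzyme controls without compound and 100% = no-enzyme blanks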
* marks the source's active call; other numbers are inactive results; . = not tested or not shown; [ ] = another dose, or the depositor's remark.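 How the source made its calls, unless noted: active means inhibition above about 30% (limit read from the data); inactive means the rest.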

Preview:
SMILES	Thrombin inh	eIF4E-4G inh	p47phox inh	14-3-3 Bad inh	Cl transport mod	Furin inhibitor	Rad51 HR inh	EBV gp42 inh	KLK5 inh
NC(=O)c1c(NC(=O)CSc2nnc(Cc3ccccc3)n2Cc2ccco2)sc2c1CCC2	21	3	-28	-9	.	-16	3	2	19
CC(=O)NC(CCS(C)(=O)=O)C(=O)Nc1c(F)cccc1F (stereo unspecified)	4	4[fluorescence artefact?]	-1	-4	-0.22	-8	.	-11	0
CCCc1cc(NCCCO)n2c(nc3ccccc32)c1C#N	-12	-1	4	0	-0.29	-73	19	-15	-9

The whole of this part, from the start:
SMILES	Thrombin inh	eIF4E-4G inh	p47phox inh	14-3-3 Bad inh	Cl transport mod	Furin inhibitor	Rad51 HR inh	EBV gp42 inh	KLK5 inh
NC(=O)c1c(NC(=O)CSc2nnc(Cc3ccccc3)n2Cc2ccco2)sc2c1CCC2	21	3	-28	-9	.	-16	3	2	19
CC(=O)NC(CCS(C)(=O)=O)C(=O)Nc1c(F)cccc1F (stereo unspecified)	4	4[fluorescence artefact?]	-1	-4	-0.22	-8	.	-11	0
CCCc1cc(NCCCO)n2c(nc3ccccc32)c1C#N	-12	-1	4	0	-0.29	-73	19	-15	-9
COC(=O)/C(=C\c1c[nH]c2ccccc12)NC(C)=O	-3	6	-5	-11	0.53	3[20 µM]	-2	-15	1
COC(=O)CNc1nc(Cl)nc(Nc2ccc(C)cc2)n1	-1	-1	-11	-11	-0.59	-18	-2	0	-8
CCOc1cccc2cc(-c3csc(NC(=O)CCC(=O)NCCCN4CCC(C)CC4)n3)c(=O)oc12	-12	4	-21	-17	-0.65	-3	28	-5	-9
Cc1cc(C(=O)OCC(=O)N2c3ccccc3CC2C)c(C)o1 (stereo unspecified)	-4	-2	-4	3	-1.8	-6[20 µM]	2	-14	-1
COCN(C#N)c1nc(N(C)C)nc(N(C)C)n1	-1	2	-8	-4	1.3	-22	-3	-21	2
Cc1c(-c2ccccc2)nc(-c2ccccc2)[nH]c1=O	-1	18	-8	3[fluorescence artefact?]	0.058	-6	-1	4	-9
CC(CCc1ccccc1)NC(=O)/C=C/c1ccc(F)cc1 (stereo unspecified)	-1	2	0	-2	-1	-12	8	-12	-10
CCOC(=O)c1[nH]cnc1C(=O)Nc1ccccc1C	1	-1	1	-8	-1.5	-13	18	-5	-15
COc1ccc(-n2cc(CN(C)C3CCOCC3)c(-c3cccc(F)c3)n2)cc1	-1	4	-8	-7	.	-23	-17	-8	.
C/C(=N/O)c1ccccn1	-9	2	-5	-17	1.6	-13	-4	-20	0
COc1ccc(-n2cc(C(=O)O)c(=O)cc2C)cc1	-3	2	-5	-5	-0.36	-29	-4	-17	5
CCOc1ccc(CN2C(=O)c3ccccc3C2C(=O)NCc2cccnc2)cc1 (stereo unspecified)	-9	-2	0	6	.	-25[20 µM]	-3	-2	-2
O=C1Nc2ccccc2C(O)(C(=O)NCc2ccco2)N1c1ccc(Cl)c(Cl)c1 (stereo unspecified)	2	-10	-3	-5	.	-9	-3	0	-1
COc1ccc2c(c1)CCCC21NC(=O)NC1=O (stereo unspecified)	0	10[fluorescence artefact?]	-10	-3	0.095	-14	13	-12	-9
CC(C)NC(=O)c1sc2nc(-c3cccs3)cc(-c3cccs3)c2c1N	2	6[fluorescence artefact?]	-18	-6[fluorescence artefact?]	.	-16[20 µM]	-38	64*	-33
CCCc1c(C)c2ccccc2[nH]c1=O	1	-2[fluorescence artefact?]	2	4[fluorescence artefact?]	-0.79	-10[20 µM]	-2	-13	-5
CCOc1ccc(N(CC(=O)NCc2ccccc2)S(=O)(=O)c2c(C)noc2C)cc1	2	0[fluorescence artefact?]	-8	1[fluorescence artefact?]	0.44	-10	8	-6	5
COc1ccc(-c2noc(CCC(=O)Nc3cccnc3)n2)cc1OC	5	-8	-3	-1	-0.38	-22	0	-22	-11
CCn1c(Cc2ccccc2)nnc1SCC(=O)c1cccc([N+](=O)[O-])c1	5	5	-3	-4	1.1	-20[20 µM]	-4	-14	-1
O=C(Cc1cccs1)Nc1cccc(-c2nnc(-c3ccco3)o2)c1	3	-1	-14	-5	-0.45	-11	3	-6	-7
Cc1ccc(C(C)NC(=O)c2c(C)noc2C)cc1C (stereo unspecified)	3	-2	-8	6[fluorescence artefact?]	0.46	4[20 µM]	-3	-6	-14
CC(=O)Oc1ccc(N2C(=O)C3C(C2=O)C(C(=O)c2ccc(Cl)cc2)N2CCCC32)cc1 (stereo unspecified)	-4	-5	-15	0	-1.4	-19	.	43	2

2 records drawn at random from the list so far, as already listed:
SMILES	Thrombin inh	eIF4E-4G inh	p47phox inh	14-3-3 Bad inh	Cl transport mod	Furin inhibitor	Rad51 HR inh	EBV gp42 inh	KLK5 inh
COc1ccc(-n2cc(CN(C)C3CCOCC3)c(-c3cccc(F)c3)n2)cc1	-1	4	-8	-7	.	-23	-17	-8	.
CCCc1c(C)c2ccccc2[nH]c1=O	1	-2[fluorescence artefact?]	2	4[fluorescence artefact?]	-0.79	-10[20 µM]	-2	-13	-5

Remaining list, next part:
SMILES	Thrombin inh	eIF4E-4G inh	p47phox inh	14-3-3 Bad inh	Cl transport mod	Furin inhibitor	Rad51 HR inh	EBV gp42 inh	KLK5 inh
COc1ccc(C(=O)Nn2c(C)ccc2C)cc1OC	-10	-26	-8	-9	0.17	-14[20 µM]	-21	-9	-12
Cc1nn(Cc2ccc(Cl)cc2Cl)c(C)c1NC(=O)NC12CC3CC(CC(C3)C1)C2	1	9[fluorescence artefact?]	3	0[fluorescence artefact?]	0.21	-22[20 µM]	-9	1	-5
Cc1c(Cl)c([N+](=O)[O-])nn1CCCC(=O)Nc1sc2c(c1C(N)=O)CCC(C)C2 (stereo unspecified)	-1	5	-2	3[fluorescence artefact?]	0.57	2	16	0	-3
COC(=O)C(C)(C(=O)OC)c1ccccc1[N+](=O)[O-]	3	-3	4	-9	0.76	-5[20 µM]	-9	-31	-5
O=S(=O)(c1ccc2ccccc2c1)N(CC(O)COCc1ccco1)c1ccccc1 (stereo unspecified)	-5	0	-16	-8	-2.1	-7[20 µM]	0	-9	0
CCn1c(SCC(=O)N/N=C/C(C)=C\c2ccco2)nnc1-c1ccccc1	-7	1	-7	4	-2	16	3	4	-1
C=CC#CC[N+]1(CC#Cc2ccccc2)CCOCC1	-2	-46[fluorescence artefact?]	61*	-291[fluorescence artefact?]	0.53	-17	64*	-24	-9
CCOc1ccc(NC(=O)CCCN2C(=S)NC(C)(C)CC2C)cc1 (stereo unspecified)	-8	-3[fluorescence artefact?]	1	-7[fluorescence artefact?]	0.68	-16	3	-19	-22
Cc1cc(C)c2nc3c(c(C(=O)O)c2c1)CCC3	-4	10	-4	13	0.074	0	-3	0	-17
COc1ccc(OC)c(NS(=O)(=O)Cc2ccccc2)c1	2	14	8	87*[fluorescence artefact?]	.	-3	.	-3	5
Cc1cccc2cc(CN(Cc3ccco3)C(=O)Nc3cccc(C#N)c3)c(Cl)nc12	1	-7	-22	6	-0.64	-5[20 µM]	0	-23	-11
COc1cccc(NC(=O)CCCOc2cc(=O)n(C)c3ccccc23)c1	2	-1	-3	-5	-0.87	-2[20 µM]	-1	-12	-2
Cc1ccc(-n2nnnc2SCC(=O)N(CC(C)C)c2c(N)n(CC(C)C)c(=O)[nH]c2=O)cc1	-4	4	10	2	1.1	-14	3	-3	-6
CN(CC(=O)N1CC=C(c2ccccc2)CC1)S(=O)(=O)c1cnc[nH]1	2	-1	0	4	.	-22	-2	-8	6
O=C(Nc1nc(-c2ccccc2)cs1)C1CCCN(S(=O)(=O)c2cccc([N+](=O)[O-])c2)C1 (stereo unspecified)	12	-5	-7	-4	-1.9	-7[20 µM]	-4	0	10
CN(C)S(=O)(=O)c1ccc(N2CCCC2)c(C(=O)Nc2ccccc2OC(F)F)c1	-7	3	-3	8	0.74	-17	-5	-16	0
COc1ccc(NS(=O)(=O)c2ccc(N)c(C(=O)O)c2)cc1	-5	-3	-4	13	.	-12	9	-11	-5
CCn1c(CNC(=O)COc2ccc(C(C)C)cc2)nnc1SCC(=O)Nc1ccccc1	0	8	-5	19	-2.3	-2[20 µM]	-6	-17	3
CC(C(=O)OCn1nnc2ccccc2c1=O)N1C(=O)c2ccccc2C1=O (stereo unspecified)	-4	1[fluorescence artefact?]	0	-3[fluorescence artefact?]	.	-9[20 µM]	1	-5	-2
Clc1cccc(NCc2cn3cccnc3n2)c1	-1	-2	0	-3	-0.035	-18	-3	-9	-17
COc1cccc(/C(N)=N/OC(=O)Cc2ccccc2[N+](=O)[O-])c1	3	4	-1	-3	-1	-25	4	1	-5
Cc1c(Cl)cccc1NC(=S)N1CCN(c2ccccn2)CC1	-2	0	11	-10	1.1	-30	-4	-6	7
COCNc1nc(OCC#N)nc(N(C)C)n1	1	4	-10	1	7.6*	-18	-5	-11	-3
O=S(=O)(c1cccc(-c2csc(N/N=C/c3ccco3)n2)c1)N1CCOCC1	-1	-2	-17	-13	0.12	-1	.	-6	1
Cc1cc(C)cc(NC(=S)NCCSc2ccc(Cl)cc2)c1	-4	7	-6	-8[fluorescence artefact?]	-0.77	-13	12	-10	-5

(continued)
SMILES	Thrombin inh	eIF4E-4G inh	p47phox inh	14-3-3 Bad inh	Cl transport mod	Furin inhibitor	Rad51 HR inh	EBV gp42 inh	KLK5 inh
Cn1ncc2c(Nc3cccc(C(=O)O)c3)ncnc21	0	-2	-8	9[fluorescence artefact?]	-0.027	-15[20 µM]	-6	-3	-14
COc1cccc(N(CC(=O)NC(C)c2ccccc2)S(C)(=O)=O)c1 (stereo unspecified)	3	.	-11	.	-0.11	-24	5	-16	1
O=C(Nc1ccccc1)N1CCN(S(=O)(=O)c2ccccc2)CC1	-1	2	8	-2	1	-13	4	1	-5
N#Cc1nc(-c2ccco2)oc1N1CCC(C(N)=O)CC1	0	6	-11	22	.	-27	-1	-5	0
Cc1cc(SCC(=O)NC(=O)NCc2ccco2)nc2c(C)cccc12	-16	4	-19	6	4.4*	-18	-5	-9	-8
CCCCCCCC(=O)NNC(=O)c1c(O)c2ccccc2n(CCC)c1=O	-11	-1	-6	-20	.	-12	.	-5	2
Cn1c(=O)c2c(nc(N3CCOCC3)n2CCc2ccccc2)n(C)c1=O	0	2	-2	-8	-0.033	-15	3	-6	1
O=C(/C=C/c1ccc(Br)o1)OCc1ccccc1	-7	-5	-15	-1	0.78	-15[20 µM]	-9	-8	-5
O=C(OCn1nnc2ccccc2c1=O)C1COc2ccccc2O1 (stereo unspecified)	0	-8	0	-7[fluorescence artefact?]	.	-20	2	-22	-14
CCOC(=O)c1ccc(NC(=S)NC(=O)COc2ccccc2)cc1	-7	12[fluorescence artefact?]	0	-11	18*	-3	1	3	-13
Fc1c(F)c(F)c(N/N=C/c2c[nH]c3ccccc23)c(F)c1F	-6	1	-15	-1	1.1	-11	13	-1	-9
Oc1ccc(-c2nccc(-c3ccc(Cl)cc3Cl)n2)cc1	-3	3	0	3	0.88	-21	18	3	3
COc1ccc(C2N=C(N)N=C(N)N2c2ccccc2)cc1OC (stereo unspecified)	-5	0	-2	2	0.54	-24	-1	0	4
O=C1c2ccccc2C(=O)N1CCCON1C(=O)c2ccccc2C1=O	-8	-2[fluorescence artefact?]	0	-13[fluorescence artefact?]	-0.46	-12	2	0	-25
N#CC1=C(N)OC2=C(C(=O)CCC2)C1c1ccc(OC(=O)N2CCOCC2)cc1 (stereo unspecified)	-4	3[fluorescence artefact?]	-12	0[fluorescence artefact?]	-0.086	-11	-9	-23	-14

The order is random. About 4.7% of those tested had a hit in this group.
